Bioassay records: PubChem, The Scripps Research Institute Molecular Screening Center
LEDGF integ inh = blocks HIV-1 LEDGF/p75-dependent DNA integration; TR-FRET IN-LEDGF/p75 DNA integration, Eu/Cy5; 0.64% of 370,000 active; inhibition, % at 3.7 µM; AID 743269;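 active means inhibition above the screen-wide mean plus 3 SD, cut at about 13% in these data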;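 further: signal is the Cy5 over europium emission ratio at 671 and 618 nm; 0% = plate median of compound wells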
TCR CD3 inh = human TCR-CD3 binding inhibition. TAMRA-labeled TCR probe fluorescence, biochemical. inhibition, % at 9.4 µM. 0.37% of 360,000 active. AID 651800; in the data active means inhibition above about 19%;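 further: recombinant mutant TCR 2C K166C tagged with TAMRA read by polarization; 0% = receptor in buffer alone and 100% = receptor with positive control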
TDP2 absorb = blocks human TDP2 phosphodiesterase activity. O95551. recombinant TDP2, T5PNP hydrolysis, p-nitrophenol absorbance 415 nm. inhibition, % at 12.8 µM. 0.34% of 370,000 active. AID 720702;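 active means inhibition above the mean of all tested compounds plus 3 SD, set per campaign, cut at about 25% in these data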;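 further: 0% = DMSO with enzyme and 100% = buffer with substrate but no TDP2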
Target sequence (O95551 whole entry, looked up): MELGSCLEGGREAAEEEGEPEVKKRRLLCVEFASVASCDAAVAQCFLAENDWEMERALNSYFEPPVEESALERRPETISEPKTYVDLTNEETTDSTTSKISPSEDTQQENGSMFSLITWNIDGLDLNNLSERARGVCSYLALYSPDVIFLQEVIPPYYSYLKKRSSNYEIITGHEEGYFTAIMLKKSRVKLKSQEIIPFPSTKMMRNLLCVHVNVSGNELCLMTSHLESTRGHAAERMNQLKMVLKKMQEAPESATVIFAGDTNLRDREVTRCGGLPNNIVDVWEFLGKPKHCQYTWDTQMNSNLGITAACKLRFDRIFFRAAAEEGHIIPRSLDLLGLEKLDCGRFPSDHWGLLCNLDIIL
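Assay system: recombinant human TDP2 / Reagent: T5PNP substrate at 5 mM, a TopII-DNA adduct mimic / Measured by: epi absorbance from released p-nitrophenol / Evaluation: % inhibition relative to enzyme-containing and enzyme-free wells / Control set: enzyme-free and DMSO wells / Replicates: each compound tested once, singlicate / Schedule: enzyme reaction with compound for 2 h at 37 °C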
UHRF1 MBD2 ctr = UHRF1 methyl-DNA binding inhibition | UHRF1 binding to methylated oligo, TR-FRET | 0.75% of 370,000 active | inhibition, % at 4.4 µM | AID 687016; in the data active means inhibition above about 21%;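 further: UHRF1 SRA domain binding a hemimethylated CpG hairpin DNA probe; 0% = median of test compound wells and 100% = reference inhibitor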
MBD2 inh = blocks human MBD2 binding to methylated DNA; inhibition, % at 4.4 µM; 0.31% of 370,000 active; AID 686964; TR-FRET, MBD2 binding to methylated oligonucleotide; Q9UBB5; in the data active means inhibition above about 13%
Target sequence (Q9UBB5 whole entry, looked up): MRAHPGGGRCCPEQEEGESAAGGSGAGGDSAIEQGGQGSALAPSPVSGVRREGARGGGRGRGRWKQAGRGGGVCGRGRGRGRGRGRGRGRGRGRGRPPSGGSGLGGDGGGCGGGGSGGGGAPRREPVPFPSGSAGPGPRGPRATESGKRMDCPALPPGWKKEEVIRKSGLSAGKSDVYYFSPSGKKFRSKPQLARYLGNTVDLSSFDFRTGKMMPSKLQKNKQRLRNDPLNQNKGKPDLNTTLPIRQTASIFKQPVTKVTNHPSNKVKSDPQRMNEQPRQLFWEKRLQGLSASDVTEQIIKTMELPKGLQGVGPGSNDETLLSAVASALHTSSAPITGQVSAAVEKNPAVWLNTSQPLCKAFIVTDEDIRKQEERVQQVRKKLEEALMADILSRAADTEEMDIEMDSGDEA
proKLK7 act = proKLK7 (human) activation, primary screen. purified proKLK7, EDANS-DABCYL substrate fluorescence; 100% is mature enzyme control, 0% vehicle. activation, % at 7 µM. P49862. AID 652039. 0.9% of 370,000 active;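 active means activation above the mean of all tested compounds plus 3 SD, computed per campaign excluding outliers beyond control limits, cut at about 13% in these data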
Target sequence (P49862 whole entry, looked up): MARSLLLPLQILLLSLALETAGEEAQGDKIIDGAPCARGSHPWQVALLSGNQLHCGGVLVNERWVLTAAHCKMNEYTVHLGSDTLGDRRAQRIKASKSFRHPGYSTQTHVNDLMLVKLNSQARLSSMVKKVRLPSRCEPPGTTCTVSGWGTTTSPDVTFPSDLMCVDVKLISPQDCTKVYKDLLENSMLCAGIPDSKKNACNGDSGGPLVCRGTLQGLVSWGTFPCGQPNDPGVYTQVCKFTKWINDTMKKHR
SIAE primary = blocks human sialic acid acetylesterase; SIAE FP-Rh probe binding, fluorescence polarization; Q9HAT2; 0.69% of 370,000 active; inhibition, % at 9.66 µM;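 active means inhibition above a cutoff: mean of compounds within the control limits plus 3 SD of those, cut at about 17% in these data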;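 further: 0% = plate median of compound wells and 100% = probe without SIAE protein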
PRMT1 inh = blocks human protein arginine methyltransferase 1 | Q99873 | AID 652257 | inhibition, % at 2.79 µM | 1.3% of 370,000 active | recombinant PRMT1, activity-based probe fluorescence polarization;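 active means inhibition above about 21% made by adding two undisclosed values, limit read from the data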
DDE Tn7 FP inh = disrupts Tn7 cyclic peptide binding to fibrin D-Dimer-E complex; P02675; FP displacement of FITC-Tn7 peptide from fibrin DD(E); 0% = median of compound wells per plate; inhibition, % at 8.3 µM; 0.13% of 370,000 active;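 active means inhibition above the mean of compounds falling within the control limits plus 3 SD of them, cut at about 14% in these data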;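 further: 0% = plate median of compound wells and 100% = 10 µM Aha-Tn7 peptide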
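Assay system: Human fibrin DD(E) protein | Medium: Tris buffer with calcium and detergent, pH 7.8 | Reagent: 0.1 µM fluorescent Tn7 | Compound dosing: Single point at 8.3 µM | Times: 10 min preincubation, 3 h with tracer, room temperature | Detection: Fluorescence polarization of the labelled Tn7 tracer | Controls: Aha-Tn7 high control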
Tn6 DDE FP = disrupts Tn6 cyclic peptide binding to fibrin D-Dimer-E complex. P02675. Fibrin DD(E) TRITC-Tn6 fluorescence polarization displacement. inhibition, % at 8.3 µM. 0.21% of 370,000 active;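 active means inhibition above a per-campaign cutoff: mean of compounds within control limits plus 3 SD, cut at about 15% in these data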;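 further: 0% = median of all compound wells on the plate and 100% = blocking peptide control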
* marks the source's active call; other numbers are inactive results.

no.	PRMT1 inh	SIAE primary	proKLK7 act	DDE Tn7 FP inh	TCR CD3 inh	MBD2 inh	LEDGF integ inh	Tn6 DDE FP	TDP2 absorb	UHRF1 MBD2 ctr	SMILES
1	3	2	0.0	0	-10	-2	0	2	7	0	CCC1Nc2ncnc(N3CCOCC3)c2N(Cc2ccc(C)cc2)C1=O (centres undefined)
2	0	2	0.3	-4	-1	-3	1	4	4	0	O=C(C[n+]1ccc(-c2nnc3n2CCCCC3)cc1)c1ccc(Cl)cc1
3	1	0	-0.6	1	3	-5	-3	7	5	2	C[C@@H]1CN([C@@H](C)CO)C(=O)CCCn2nncc2CO[C@H]1CN(C)Cc1ccccc1
4	-7	-5	0.6	-5	3	-6	2	-7	-2	-6	CCc1nnc2n1N=C(c1ccc(Br)cc1)CS2
5	1	-9	0.0	-7	8	-1	3	-2	-9	-1	CCOC(=O)Cc1ccc(NC(=O)c2ccccc2Br)cc1
6	-3	6	-0.2	-9	-2	0	0	-10	-5	4	Cn1c(C2CCCCC2)nc2ccccc21
7	2	-3	36*	-4	-8	2	-4	-4	-3	6	CCOC(=O)NN1C(=O)c2ccccc2NC1c1ccc(OC)cc1 (centres undefined)
8	0	0	0.1	0	7	-2	1	-7	10	-2	CCN(CC)Cc1c(C(=O)N/N=C/c2cccc3ccccc23)nnn1-c1nonc1N
9	0	-7	-0.1	0	-5	3	0	7	3	4	COCCN(Cc1ccccc1)C(=O)Cc1ccc(S(=O)(=O)N2CCOCC2)s1
10	-1	6	-0.1	2	2	1	0	-3	-2	-4	CC1OC(COCc2ccccc2)Cc2[nH][nH]c(=O)c21 (centres undefined)
11	-1	-1	-0.1	7	-1	-7	-2	6	-4	0	Cc1c(C=O)c(=O)n(-c2ccccc2)n1C
12	-3	3	-0.3	-2	12	-2	-1	-5	-4	0	CC(C)c1nc(CNC(=O)C2CCC(=O)N(CCc3ccc(Cl)cc3)C2)no1 (centres undefined)
13	1	8	-0.9	-2	3	1	-1	-10	7	0	CCCC(=O)N1CC2(CCC)CN(C(=O)CCC)CC(CCC)(C1)C2=O
14	0	-1	3.0	-4	7	-5	3	-5	-5	2	CC(=O)Nc1cncc(-c2cnn(CC(C)C)c2)n1
15	5	5	0.5	1	-14	-2	-5	1	-1	5	NS(=O)(=O)c1cccc(NC(=O)COC(=O)c2cc(Cl)ccc2[N+](=O)[O-])c1
16	-5	-5	0.5	-1	1	-4	-1	1	-18	1	CN(C)c1oc(COc2ccc(F)cc2)nc1C#N
17	-2	9	-29	0	3	0	-1	1	10	-1	Cc1c(OC(C)C(=O)NCc2ccccn2)ccc2c3c(c(=O)oc12)CCC3 (centres undefined)
18	-4	2	-0.7	11	1	3	1	-1	9	-2	Cc1ccc(C(C(=O)NCc2ccccc2)N(C(=O)c2csnn2)C2CC2)cc1 (centres undefined)
19	10	0	-1.2	-1	5	9	-6	-11	-9	3	O=C(COC(=O)c1cc(S(=O)(=O)N2CCCC2)ccc1O)Nc1ccc(F)cc1F
20	0	-5	-0.1	-2	-2	-2	-1	-8	4	2	O=C(CNC(=O)c1ccc2c(c1)S(=O)(=O)N=C1CCCCCN12)Nc1ccc(F)c(F)c1
21	1	-1	-0.1	-4	-2	0	-2	-2	11	0	Cc1nc(-c2cccc(NC(=O)c3cccs3)c2)cs1
22	-5	-2	-0.2	-3	-4	-2	4	6	-18	5	O=C(NCCCn1cccn1)c1cc(COc2ccc(F)cc2Cl)on1
23	-1	10	0.1	1	-7	5	1	-3	10	18	CC(C)CC(c1nnnn1Cc1ccccc1)N1CCN(C(=O)c2ccco2)CC1 (centres undefined)
24	2	0	0.0	6	-7	2	-1	-3	-3	16	Clc1ccc(-c2nc3c4ccccc4ccn3c2Cc2ccccc2)cc1
25	-2	3	-0.3	1	-4	-6	0	3	5	-2	CCCNC(=O)c1cc(S(=O)(=O)N2CCc3ccccc32)ccc1F
26	-7	-6	-0.4	-9	-2	2	0	2	2	0	Cc1ccsc1C(=O)OCC(=O)NCc1ccccc1
27	13	1	-0.9	-6	-7	5	7	-4	-7	4	O=C1CC(NCc2ccccc2)C(=O)N1c1ccc(F)cc1 (centres undefined)
28	0	-6	-0.3	-3	9	3	4	5	-8	0	Cc1oc2ccc(NS(=O)(=O)c3ccc(C(C)(C)C)cc3)cc2c1C(=O)Nc1ccccc1
29	-2	0	-0.9	-7	3	2	0	0	-2	-2	COC(=O)/C(=C/c1ccc(F)cc1)NC(C)=O
30	10	5	0.2	3	-2	-2	2	1	-1	-1	Oc1ccc(N2CCN(c3nnnn3-c3ccccc3)CC2)cc1

Excerpt, compounds 29–30
no.	PRMT1 inh	SIAE primary	proKLK7 act	DDE Tn7 FP inh	TCR CD3 inh	MBD2 inh	LEDGF integ inh	Tn6 DDE FP	TDP2 absorb	UHRF1 MBD2 ctr	SMILES
29	-2	0	-0.9	-7	3	2	0	0	-2	-2	COC(=O)/C(=C/c1ccc(F)cc1)NC(C)=O
30	10	5	0.2	3	-2	-2	2	1	-1	-1	Oc1ccc(N2CCN(c3nnnn3-c3ccccc3)CC2)cc1

New compounds follow.
no.	PRMT1 inh	SIAE primary	proKLK7 act	DDE Tn7 FP inh	TCR CD3 inh	MBD2 inh	LEDGF integ inh	Tn6 DDE FP	TDP2 absorb	UHRF1 MBD2 ctr	SMILES
31	-3	2	0.1	0	-8	0	-5	11	7	-1	CCCC(=O)N1CCC1(C)C(=O)Nc1ccc(OC(F)F)cc1 (centres undefined)
32	-5	-6	0.0	1	6	-8	1	-3	-5	-1	O=C(/C=C/c1cccc([N+](=O)[O-])c1)NCc1cccnc1
33	-1	0	0.6	2	4	-3	2	1	3	-3	COC(C)(C)[C@H](O)COc1c2ccoc2cc2oc(=O)ccc12
34	2	-3	-0.4	-4	4	8	-2	-4	9	1	CN(CCc1ccccn1)C(=O)c1ccc(OC(F)(F)F)cc1
35	-1	1	0.5	10	2	0	-2	1	5	-4	CCOc1ccc(S(=O)(=O)N2CCCC2)cc1
36	-12	-2	-20	-8	0	-2	6	-9	0	1	CCCN1CCc2c(sc(NC(=O)c3ccc(S(=O)(=O)N4CCN(C(=O)OCC)CC4)cc3)c2C(N)=O)C1
37	-2	-2	0.3	-1	1	2	4	-8	-4	-1	CN(Cc1cccc(Cl)c1Cl)C(=O)c1cccc(S(=O)(=O)N2CCN(Cc3ccccc3)CC2)c1
38	0	5	-0.7	0	3	1	5	-6	4	0	COC(=O)c1ccc(-c2noc(CN(C)Cc3ccncc3C)n2)cc1
39	5	2	-0.3	-5	-3	-1	-5	3	-11	1	CC1Sc2ccc(S(=O)(=O)NCCc3ccccc3)cc2NC1=O (centres undefined)
40	2	7	0.2	-5	1	-2	-6	-1	-4	1	Cc1ccc(S(=O)(=O)NCCSc2nncn2C)cc1
41	0	-9	0.7	-3	5	-3	0	-8	2	-1	O=C(CCS(=O)(=O)c1ccc2c(c1)NC(=O)CO2)NCc1ccccc1
42	2	6	1.1	-4	-2	1	4	2	-3	4	C=CCNC(=O)COC(=O)c1cc(S(=O)(=O)N2CCCCC2)ccc1Cl
43	0	3	-0.3	-1	4	0	7	-1	4	-1	CSc1cc(C)n(-c2ccccc2C)c(=S)c1C(C)=O
44	1	-3	0.9	-3	-5	2	-1	8	7	1	CCc1c(C)c2ccc(OCC(=O)N(C)C)c(C)c2oc1=O
45	2	1	0.0	-1	-4	-2	-2	1	0	5	CN1c2ccccc2C(=O)NC1c1ccc([N+](=O)[O-])s1 (centres undefined)
46	-2	-10	-0.2	-10	7	3	2	-2	-12	0	Cc1nc(-c2cccc(NC(=O)c3ccc(Br)o3)c2)cs1
47	0	-7	5.5	-4	7	-5	-2	8	-5	-2	CCOC(=O)c1sc2nc(C)cc(C)c2c1N
48	-1	4	0.2	3	8	-5	-3	13	0	-2	O=[N+]([O-])c1cc(/C=N/O)ccc1SCc1ccccc1
49	-5	0	0.2	-5	-8	4	2	-2	-11	13	CCCN(C)C1CN(Cc2cn(Cc3ccccc3)nn2)S(=O)(=O)C1 (centres undefined)
50	-2	2	-0.3	4	3	-1	0	0	-2	-1	CCCOc1ccc(S(=O)(=O)NCCN2CCOCC2)c2ccccc12

Part of the list above, reformatted.
no.	SMILES	PRMT1 inh	SIAE primary	proKLK7 act	DDE Tn7 FP inh	TCR CD3 inh	MBD2 inh	LEDGF integ inh	Tn6 DDE FP	TDP2 absorb	UHRF1 MBD2 ctr
46	Cc1nc(-c2cccc(NC(=O)c3ccc(Br)o3)c2)cs1	-2	-10	-0.2	-10	7	3	2	-2	-12	0
49	CCCN(C)C1CN(Cc2cn(Cc3ccccc3)nn2)S(=O)(=O)C1 (centres undefined)	-5	0	0.2	-5	-8	4	2	-2	-11	13
34	CN(CCc1ccccn1)C(=O)c1ccc(OC(F)(F)F)cc1	2	-3	-0.4	-4	4	8	-2	-4	9	1
38	COC(=O)c1ccc(-c2noc(CN(C)Cc3ccncc3C)n2)cc1	0	5	-0.7	0	3	1	5	-6	4	0

Single values from the list:
#36 – LEDGF integ inh = 6
#33 – TCR CD3 inh = 4
#32 – MBD2 inh = -8
#49 – SIAE primary = 0
#40 – TCR CD3 inh = 1
#39 – TCR CD3 inh = -3

Profiles, quoted from the list. Order of screens: PRMT1 inh, SIAE primary, proKLK7 act, DDE Tn7 FP inh, TCR CD3 inh, MBD2 inh, LEDGF integ inh, Tn6 DDE FP, TDP2 absorb, UHRF1 MBD2 ctr
Cc1ccc(S(=O)(=O)NCCSc2nncn2C)cc1 is listed as 2, 7, 0.2, -5, 1, -2, -6, -1, -4, 1
COC(C)(C)[C@H](O)COc1c2ccoc2cc2oc(=O)ccc12 is listed as -1, 0, 0.6, 2, 4, -3, 2, 1, 3, -3
C=CCNC(=O)COC(=O)c1cc(S(=O)(=O)N2CCCCC2)ccc1Cl is listed as 2, 6, 1.1, -4, -2, 1, 4, 2, -3, 4
CCCC(=O)N1CCC1(C)C(=O)Nc1ccc(OC(F)F)cc1 (centres undefined) is listed as -3, 2, 0.1, 0, -8, 0, -5, 11, 7, -1
Cc1nc(-c2cccc(NC(=O)c3ccc(Br)o3)c2)cs1 is listed as -2, -10, -0.2, -10, 7, 3, 2, -2, -12, 0
